Screening data (PubChem BioAssay)
TNAP activation fold – human TNAP enzyme activators, primary screen, biochemical, luminescent, no phosphate acceptor, uHTS (AID 1001) | Alkaline phosphatase, tissue-nonspecific isozyme (Homo sapiens) | purified TNAP, luminescent activation assay, no phosphate acceptor; higher activation fold means a stronger effect | activation fold at 20 µM; hits with a dose series show EC50 in µM | 200,000 compounds, 0.03% hits; in the data active means activation fold from about 3, or a potency from the dose series; inactive means the rest, 99 in 100 with activation fold below about 1.6; further: many of its hits are not listed in these tables
K1F lysis inhibition – inhibition of K1F phage lysis, E. coli UTI89, bacterial capsule biogenesis inhibitors, alamar blue (AID 488966); inhibition, % at 100 µM; hits with a dose series show IC50 in µM; 340,000 compounds, 0.02% hits; E. coli UTI89 K1F phage lysis, alamar blue, 2 h; higher % means a stronger effect;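 active means phage lysis inhibition, versus mean bacterial control, above a set limit; inconclusive means no clear call, values can overlap the other calls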;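 further: capsule biogenesis inhibitors block K1F phage lysis so surviving cells raise fluorescence; higher fluorescence means more inhibition of phage lysis; actives were called in the ten point dose series up to 300 µM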
Myeloid diff 2 – induction of myeloid progenitor differentiation, primary screen, cell-based, flow cytometry, MLPCN library; 360,000 compounds, 1% hits; ER-HoxA9 myeloid progenitors, lysozyme-GFP differentiation; AID 624256, 2012; calls only at 10 µM;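 active means normalized GFP-positive differentiation at or above the plate's own cutoff, the solvent-only control mean plus 3 SD; inconclusive means no clear call, values can overlap the other calls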;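 further: cells exposed to compound for four days before flow analysis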
NTR1 ag – agonists of NTR1, primary screen, imaging, U2OS cells, beta-arrestin-GFP, high content (AID 493036); Neurotensin receptor type 1 (Homo sapiens), P30989; NTR1-U2OS beta-arrestin-GFP spot imaging, agonist mode; activation, % at 20 µM; 330,000 compounds, 0.17% hits;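 active means activation at or above 40% of the spot to cytoplasm intensity ratio, with at least 20 cells analyzed; inconclusive means wells under 20 cells, flagged as cytotoxic or low count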;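 further: 0% = DMSO without peptide and 100% = 100 nM NTR1 peptide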
Target sequence (P30989 whole entry, looked up): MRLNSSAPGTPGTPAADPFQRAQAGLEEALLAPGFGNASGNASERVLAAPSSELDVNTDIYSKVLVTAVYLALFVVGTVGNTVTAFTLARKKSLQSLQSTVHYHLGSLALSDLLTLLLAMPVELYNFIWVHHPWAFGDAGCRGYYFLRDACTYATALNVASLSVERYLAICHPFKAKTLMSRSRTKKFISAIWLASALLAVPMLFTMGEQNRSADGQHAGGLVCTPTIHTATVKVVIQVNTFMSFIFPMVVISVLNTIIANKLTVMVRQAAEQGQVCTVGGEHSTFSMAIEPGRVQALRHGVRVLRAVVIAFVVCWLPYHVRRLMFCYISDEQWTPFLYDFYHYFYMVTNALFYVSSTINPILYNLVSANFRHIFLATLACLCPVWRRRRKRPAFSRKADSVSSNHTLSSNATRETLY
RSV antiviral HEp-2 – RSV antiviral activity via CPE protection, HEp-2 cells, primary 10 µM value included (AID 2391). HEp-2 cells, RSV-induced CPE inhibition; higher % means a stronger effect. 310,000 compounds, 0.13% hits. CPE inhibition, % at 10 µM; hits with a dose series show IC50 in µM; in the data active means a potency from the dose series; inconclusive means CPE inhibition mostly from about 23% at the one dose, without a potency; inactive means the rest, 99 in 100 with CPE inhibition below about 21%; further: strong numbers were not always called active
SV40 large T antigen – SV40 large T antigen inhibitors, biochemical (AID 1903); SV40 large T antigen ATPase/helicase inhibition assay; higher % means a stronger effect; one-dose inhibition, % at 20 µM; IC50 in µM for titrated hits; 310,000 compounds, 0.39% hits; in the data active means a potency from the dose series; inconclusive means inhibition mostly from about 32% at the one dose, without a potency; inactive means the rest, 99 in 100 with inhibition below about 32%; further: strong numbers were not always called active
MgcRacGAP inhibition – MgcRacGAP GTPase-activating activity inhibitors, confirmation, biochemical, ADP Hunter fluorescence. 340,000 compounds, 0.6% hits. MgcRacGAP-stimulated Rac1 GTP hydrolysis, ADP Hunter fluorescence; higher % means a stronger effect; GST-tagged Rac1 F28L mutant substrate. inhibition, % at 30 µM; hits with a dose series show IC50 in µM;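 active means first-screen hits whose inhibition reached a set limit at any dose in the follow-up dose series; inconclusive means inhibition above the set first-screen limit but never retested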;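 further: fluorescence reports GDP produced by GAP-driven GTP hydrolysis; strong numbers were not always called active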
T cell modulator – modulators of CD8 T cell-vesicle binding, primary screen, mouse 2C CD8+ T cells, flow cytometry. AID 2052, 2009. 330,000 compounds, 0.068% hits. 2C CD8+ T cell-vesicle binding; stronger effect = lower value. calls only at 7 µM;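 active means response, share of CD8 T cells binding vesicles, and their 90th percentile fluorescence all below set limits, cut at about 80% in these data, passing the limit was not always enough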
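Material: 2C TCR transgenic mouse naive CD8+ T cells, MACS-purified. Also added: QL9-charged Drosophila Ld/ICAM-1/B7-1 vesicles. Timing: binding 1.5 h at 37 °C. Measured by: high-throughput flow cytometry with anti-B7-1 and anti-CD8 staining. Read-out: percent CD8+ FL2 mean versus row control. Controls: Unloaded micro-vesicles (low), QL9 vesicles with 0.7% DMSO (high).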
Salmonella PhoP GFP – inhibitors of PhoP regulon expression, primary screen, Salmonella Typhimurium, GFP reporter (AID 1863); S. Typhimurium PhoP-regulated promoter GFP reporter, 4 h; higher % means a stronger effect; inhibition, % at 50 µM; hits with a dose series show IC50 in µM; 300,000 compounds, 0.16% hits;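 active means inhibition over 29.93%, a cutoff 3 SD above the screen mean, later confirmed by dose response; inconclusive means inhibition over 29.93% but no dose response follow-up; inactive means inhibition at most 29.93% or unconfirmed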;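 further: 0% = low Mg2+ inducing control and 100% = high Mg2+ repressing control; strong numbers were not always called active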
T cell modulator vesicle-bound % – recorded beside T cell modulator, whose call it bears; double positive events, %; measured here: CD8+ vesicle-bound cell fraction;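 binding gate set so that unloaded-vesicle control wells show 10% double positive cells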
NTR1 ag cell count 20 µM – recorded beside NTR1 ag, whose call it bears; cell count; measured here: cell count, cytotoxicity flag
Myeloid diff 2 GFP+ MAC1+ % – second read-out of Myeloid diff 2, no call of its own (marks repeat the call); GFP+ MAC1+ double positive, %; measured here: differentiation confirmed by MAC1 staining
* hit, by the source's call; i = inactive; u = inconclusive; x = no result given; + = active, no number; & = joins results of further samples; [ ] = remark or other dose. This is a subset (hit frequency here may not be typical).

SMILES	TNAP activation fold	K1F lysis inhibition	Myeloid diff 2	Myeloid diff 2 GFP+ MAC1+ %	NTR1 ag	NTR1 ag cell count 20 µM	RSV antiviral HEp-2	SV40 large T antigen	MgcRacGAP inhibition	T cell modulator	T cell modulator vesicle-bound %	Salmonella PhoP GFP
CC(C(=O)Nc1ccc(Cl)cc1Cl)N1CC=C(c2ccccc2)CC1 (stereo not drawn)	1.1	3.3%	i	0.0	1.8	49	5.6%	25%	5%	i	33	7%
CCOc1ccccc1OCC(=O)Nc1ccc(Cl)cc1C(=O)c1ccccc1	1.1	-3.2%	i	0.7	12	76	4.8%	-19%	-5%	i	38	-7%
CCOP(=O)(OCC)C(O)c1ccc(N(C)C)cc1 (stereo not drawn)	x	-0.2%	i	0.6	-0.4	33	0.3%	29%	1%	i	12	-10%
Cc1ccc(-n2c(O)c(C=NC3CCCCC3N)c(=O)[nH]c2=O)cc1C (stereo not drawn)	1.2	0.5%	i	1.0	-0.5	33	2.0%	2%	4%	i	46	-5%
COC(=O)C1=C(c2ccc(Cl)c(C(F)(F)F)c2)C[C@@H]2CC[C@H]1N2C(=O)NCc1cc(C)oc1C(F)(F)F	x	1.0%	i	0.7	-0.3	54	1.5%	x	8%	i	57	x
N#CC1(c2ccccc2)CCN(C2CC(=O)N(c3cccc(F)c3)C2=O)CC1 (stereo not drawn)	1.1	-0.5%	i	0.2	1.7	36	-1.4%	10%	1%	i	56	0%
C=CCN1C[C@@H](C)N(C(c2ccc(C(=O)N(CC)CC)cc2)c2cccc(OC)c2)C[C@@H]1C (stereo partly drawn)	x	0.9%	u	x	-0.2	49	-1.5%	12%	2%	i	30	-9%
O=C(O)c1ccc(N=Cc2c(O)n(Cc3ccc(F)cc3)c(=O)[nH]c2=O)cc1	x	0.2%	i	0.3	2.9	48	-0.3%	12%	10%	i	32	8%
CCN(CC)S(=O)(=O)N1CCC(C(=O)N2CCC3(CC2)OCCO3)CC1	1.1	0.4%	i	0.5	-0.2	27	0.8%	8%	11%	i	53	5%
O=c1[nH]c(=O)n(Cc2ccccc2)c(O)c1/C=C1\C=Nc2ccccc21	0.9	-1.4%	i	0.5	1.0	29	1.1%	50%	8%	i	33	7%
O=c1[nH]c(O)c(/C=C2\C=NN=C2c2ccccc2)c(=O)[nH]1	0.5	0.8%	i	0.3	-0.4	59	1.9%	u	u	i	18	3%
CCCC[N+]1(C)[C@@H]2CC(OC(=O)[C@H](CO)c3ccccc3)C[C@H]1[C@@H]1O[C@@H]12 (stereo partly drawn)	1.1	-0.2%	i	2.9	-0.4	60	-1.3%	21%&4%	2%	i	19	-2%&-2%
COc1cc(CN2CCCC(C(=O)c3sccc3C)C2)cc(Cl)c1O (stereo not drawn)	1	0.1%	i	0.2	3.6	36	0.2%	11%	4%	i	32	0%
COc1ccc(-c2cc(=NCCCCCC(=O)O)c3cc(C)ccc3o2)cc1	1.1	-1.1%&0.0%	i	1.3&0.4	x	x	x	37%	2%&8%	x	x	-2%
O=[N+]([O-])c1ccccc1CNCCc1ccc(F)cc1	1.1	1.1%	i	6.3	2.2	54	2.0%	3%	21%	i	5	28%
O=C(CN1CC(c2ccccc2)CC1=O)NCc1ccc(F)cc1 (stereo not drawn)	1	-2.3%	i	2.1	-3.1	53	1.6%	10%	-1%	i	39	-2%
COc1cc(O)cc2c1C(=O)O[C@@H](C)CCCC(=O)CCCCC2	x	-0.2%	i	0.9	-0.5	106	0.4%	-4%	-15%	i	42	0%
CCCCCCC[n+]1ccc(-c2cc[n+](CCCCCCC)cc2)cc1	1	1.1%	i	2.0	8.6	70	1.1%	8%	3%	i	5	u
C=CCN1CC[C@]23c4c5ccc(O)c4OC2C(=O)CC[C@@]3(O)C1C5 (stereo partly drawn)	x	2.0%	i	1.8	2.0	62	-0.2%	21%	0%	i	12	-4%
CCOc1ccc2nc(N=Nc3c(O)[nH]c(=O)[nH]c3=O)sc2c1	x	-0.2%	i	0.5	1.7	63	5.2%	17%	13%	i	48	3%
Cc1cc(Oc2ccc(C(F)(F)F)cc2[N+](=O)[O-])c2c3c(c(=O)oc2c1)CCCC3	1	3.6%[50 µM]	i	0.3	2.6	52	1.3%	14%	0%	i	46	-10%
COc1ccc(-n2nc(C(=O)NCC(=O)N3CCC4(CC3)OCCO4)c3ccccc3c2=O)c(OC)c1	x	-0.1%	i	0.6	0.5	59	0.0%	-13%	-2%	i	31	0%
CC(=O)N1N=C2C3CCN(CC3)C2C1c1ccc(C)cc1 (stereo not drawn)	1.1	-0.1%	i	2.5	1.6	47	0.4%	-8%	4%	i	32	4%
CCOc1ccccc1CN1CCCC(C(=O)c2cc(F)ccc2F)C1 (stereo not drawn)	x	0.2%	i	0.7	0.4	63	1.7%	3%	11%	i	60	5%
CN1CCN(c2c(F)cc([N+](=O)[O-])c(N)c2Br)CC1	0.9	1.4%	i	0.6	0.4	72	7.3%	2%	3%	i	43	5%
CCOC(=O)C(O)(c1ccc(N)c(OC)c1)C(F)(F)F (stereo not drawn)	1.1	0.6%	i	1.2	-0.1	61	2.9%	20%	4%	i	5	2%
COc1ccc(-n2c(O)c(C(C)=NCc3ccco3)c(=O)[nH]c2=O)cc1	1.1	0.1%	i	2.5	-1.7	83	0.8%	5%	7%	i	43	11%
O=C(c1cc(-c2ccncc2)nc2ccccc12)N1CCC2(CC1)OCCO2	1.2	-1.0%	i	2.8	-0.3	67	-0.8%	7%	14%	i	21	-7%
Cc1cc(C(=O)CN2CCCC2)c(C)n1-c1ccc(F)cc1	x	0.1%	i	0.0	-0.5	91	1.3%	8%	5%	i	51	-3%
O=C1NC(=S)N(c2ccccc2)C(=O)C1C(c1ccncc1)C1C(=O)NC(=S)N(c2ccccc2)C1=O (stereo not drawn)	1.1	1.2%	i	0.2	-1.9	32	0.7%	8%	3%	i	24	-1%
COc1ccc(S(=O)(=O)Cc2ccc(C(=O)N3CCC4(CC3)OCCO4)o2)cc1	1.1	8.5%	i	0.9	-0.1	73	-0.7%	2%	4%	i	19	25%
Cc1cc(O)c2c(C)c(CC(=O)N3C[C@H]4C[C@@H](C3)c3cccc(=O)n3C4)c(=O)oc2c1	x	1.9%	i	0.9	0.7	97	3.6%	-2%	4%	i	24	11%
Clc1cccc(Cl)c1CN1CCN(c2ccccc2)CC1	1	-0.1%	i	4.5	0.6	37	-1.5%	11%	24%	i	26	-6%
CN1CCN(c2ccc([N+](=O)[O-])cc2Cl)CC1	1.1	0.1%	i	0.5	-1.7	61	-0.9%	8%	7%	i	51	11%
Fc1ccc(NC2=NCCS2)cc1Cl	1	-1.4%[50 µM]	i	1.0	0.4	42	0.7%	13%	12%	i	37	27%
COC(=O)CC1(CC(=O)OC)C(=O)NC(=O)NC1=O	1.1	0.3%	i	0.9	-2.1	88	0.7%	3%	8%	i	18	3%
CCOP(=O)(OCC)C(CC)N1CCOCC1 (stereo not drawn)	1	-0.2%	i	0.8	3.2	42	1.1%	6%	3%	i	1	-5%
CN1C(=O)COc2c(C(=O)NC3CN4CCC3CC4)cc(Cl)cc21 (stereo not drawn)	1.1	x	x	x	-2.1	59	-2.5%	4%&6%	x	i	22	-6%&-5%
CCCCC(=O)N/N=C/c1c(O)n(CCC2=CCCCC2)c(=O)[nH]c1=O	x	x	i	1.2	-1.3	43	-0.7%	-1%	x	i	35	3%
CCC(=O)c1ccc(OCC(=O)N2CCN(CC(=O)Nc3ccc(C)cc3)CC2)cc1	x	1.9%[50 µM]	i	0.8	-2.5	50	x	x	4%	i	36	x
O=C1NC(=O)N(c2ccccc2)C(=O)/C1=C\c1ccccc1[N+](=O)[O-]	x	-0.4%	i	0.4	0.2	54	2.6%	24%	14%	i	51	-3%
O=C(O)c1cccc2c1NC(C(=O)O)C1CC(Sc3ccccc3[N+](=O)[O-])C(Cl)C21 (stereo not drawn)	0.9	-0.9%[50 µM]	i	1.4	x	x	5.3%	67%	u	i	47	8%
CCOc1ccc(N=Cc2c(O)n(-c3cc(C)cc(C)c3)c(=O)[nH]c2=O)cc1	x	0.3%	i	0.6	-0.4	47	x	23%	8%	i	30	-5%
O=P(CN1CCN(c2ccccc2)CC1)(N1CCCCC1)N1CCCCC1	1.1	1.5%[50 µM]	+	13*	-0.3	48	-0.4%	5%	0%	i	34	6%
Nc1c(Br)cc([N+](=O)[O-])cc1[N+](=O)[O-]	x	-1.6%	i	2.1	2.5	55	2.8%	x	5%	i	17	x
Cc1cc(OC(=O)CCCNC(=O)OC(C)(C)C)c2c3c(c(=O)oc2c1)CCC3	0.9	0.1%	i	1.3	5.1	85	15%	6%	3%	i	46	6%
O/N=C1/C(=C\c2ccccc2)N2CCC1CC2	1.1	1.6%	i	1.1	1.3	63	-0.8%	1%	2%	i	6	-3%
CC(C)NCC(O)c1ccc(C2CCCC2)cc1 (stereo not drawn)	1.1	3.8%[50 µM]	i	0.7	2.0	64	-0.3%	8%	5%	i	8	12%
C[N+]12CCC(CC1)C(C(O)(c1ccccc1)c1cccs1)C2 (stereo not drawn)	1	0.0%	i	0.8	-0.4	37	0.5%	8%	-2%	i	28	2%
CCCCn1c(NS(=O)(=O)c2ccc(C)cc2)c(C(=O)OCC)c2nc3ccccc3nc21	1.3	-0.5%	i	0.3	5.4	40	13%	19%	2%	i	46	3%

Quoted from the listing for reference:
SMILES	TNAP activation fold	K1F lysis inhibition	Myeloid diff 2	Myeloid diff 2 GFP+ MAC1+ %	NTR1 ag	NTR1 ag cell count 20 µM	RSV antiviral HEp-2	SV40 large T antigen	MgcRacGAP inhibition	T cell modulator	T cell modulator vesicle-bound %	Salmonella PhoP GFP
C[N+]12CCC(CC1)C(C(O)(c1ccccc1)c1cccs1)C2 (stereo not drawn)	1	0.0%	i	0.8	-0.4	37	0.5%	8%	-2%	i	28	2%
CCCCn1c(NS(=O)(=O)c2ccc(C)cc2)c(C(=O)OCC)c2nc3ccccc3nc21	1.3	-0.5%	i	0.3	5.4	40	13%	19%	2%	i	46	3%
